# Phagocytosis inh – inhibitors of macrophage phagocytosis, primary screen, imaging, J774A.1 cells, IgG beads; J774A.1 macrophage IgG-bead phagocytosis; AID 1029, 2008; hit rate 0.07% among 110,000; inhibition, % at 5 µM;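 active means inhibition above the mean of the plate negative controls plus 5 SD, cut at about 13% in these data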;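 further: phagocytic index as fraction of beads internalized from green versus red external bead signal; plate controls were DMSO negative control for no effect and cytochalasin-D positive control for full effect; some results beyond the cut were filed as inactive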
# E-sel TNF inh – E-selectin induction blockers in HUVEC – imaging, immunofluorescence, high content, primary screen; hit rate 0.71% among 120,000; AID 1246, 2008; inhibition, % at 2 µM; HUVEC TNFa-induced E-selectin immunofluorescence;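 active means inhibition above the batch mean plus 3 SD, and confirmed as a hit on visual image review, cut at about 43% in these data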;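 further: 0% = TNF-stimulated DMSO wells and 100% = unstimulated control wells; not every result past the cut was called active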
# bCat KO growth – primary screen for growth suppressors in beta-catenin knockout HCT116 cells (colon tumor, human). HCT116 beta-catenin knockout viability, CellTiter-Glo, 60 h; hits give low values. viability, % at 10 µM. hit rate 1.5% among 140,000. AID 818, 2007;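 active means viability at or under a set limit, the compound median less 4 SD, cut at about 6% in these data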;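 further: 0% = Hyamine 1622 control at 20 µM and 100% = untreated cell control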
# MRP-1 activ – H69AR viability gain despite doxorubicin, primary screen, MRP-1 activator project, H69AR cells, CellTiter-Glo; viability rescue; viability increase, % at 10 µM; hit rate 0.61% among 140,000; AID 799, 2007;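 active means viability gain under doxorubicin at or above a set limit, the compound median plus 3 SD, cut at about 4.7% in these data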;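 further: MRP-1 overexpressing cells given doxorubicin 25 µM after compound pretreatment; 18-22 h compound pretreatment then 72 h with doxorubicin before readout; 0% = doxorubicin-only wells and 100% = vehicle-treated cells without doxorubicin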
# GALR2 blocker – GALR2 antagonists in receptor-expressing cells, primary screen; inhibition, % at 4 µM; hit rate 0.39% among 140,000; AID 828, 2007; antagonist mode; Galanin receptor type 2 (Homo sapiens), O43603; in the data active means inhibition above about 27%;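 further: cells stimulated with galanin 1-16 at roughly its EC80; 0% = agonist challenge control and 100% = basal control without agonist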
# Target sequence (O43603 whole entry, looked up): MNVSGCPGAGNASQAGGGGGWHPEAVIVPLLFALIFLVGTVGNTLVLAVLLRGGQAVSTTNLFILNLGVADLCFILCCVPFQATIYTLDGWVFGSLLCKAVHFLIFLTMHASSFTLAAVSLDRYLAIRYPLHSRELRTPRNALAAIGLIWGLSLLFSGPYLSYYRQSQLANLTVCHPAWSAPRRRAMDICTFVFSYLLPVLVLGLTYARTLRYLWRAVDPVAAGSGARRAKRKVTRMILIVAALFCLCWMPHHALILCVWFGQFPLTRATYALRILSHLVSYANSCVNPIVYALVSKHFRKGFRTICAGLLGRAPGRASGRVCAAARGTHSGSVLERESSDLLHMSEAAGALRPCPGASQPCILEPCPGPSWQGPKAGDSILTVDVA
# Measles CPE – compounds protecting cells from measles virus cytopathic effect, primary screen, measles RdRp inhibitor project, single point, MLSMR library, absorbance. Measles virus-infected cells, CPE protection. AID 841, 2007. protection (pct of control), % at 4 µM. hit rate 1.5% among 140,000; in the data active means protection mostly above about 24%, no sharp cut-off; inactive means mostly below about 26%; further: some compounds called inactive have numbers as strong as hits
# HCT116 PTEN-null – growth suppression of PTEN-null HCT116, primary screen, cell-based, CellTiter-Glo; viability, % at 10 µM; HCT116 PTEN-null viability, 60 h; hits give low values; hit rate 1.2% among 140,000;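 active means viability at or below a set limit, 4 SD under the median of all tested compounds, cut at about 3.7% in these data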;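 further: PTEN knockout HCT116 line with beta catenin targeted HCT116 as companion control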
# Yeast life ext – compounds extending yeast replicative lifespan, primary screen, S. cerevisiae, OD615; hit rate 0.68% among 130,000; AID 775, 2007; inhibition of the nicotinamide effect, % at 10 µM; S. cerevisiae growth with nicotinamide; deaD strain in restrictive glucose medium;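 active means inhibition above a set limit, placed 3 SD over the median of all compounds, cut at about 26% in these data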;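 further: 0% = nicotinamide-treated wells and 100% = cells grown without nicotinamide; some compounds called inactive have numbers as strong as hits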
#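 Test system: DeaD-strain S. cerevisiae / Buffer or medium: restrictive glucose medium / Also added: nicotinamide 1.5 mM / Doses: one concentration, 10 µM, DMSO 0.25% / Schedule: 48 h at 30 °C / Signal: OD615 measurement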
# NPY Y2 blocker – NPY-Y2 receptor antagonists, primary screen, cell-based; inhibition, % at 2.7 µM; AID 793, 2007; hit rate 0.99% among 140,000; NPY-Y2 expressing cells, antagonist mode; in the data active means inhibition above about 17%;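 further: 0% = vehicle with agonist challenge and 100% = reference antagonist with challenge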
# Target sequence (P49146 whole entry, looked up): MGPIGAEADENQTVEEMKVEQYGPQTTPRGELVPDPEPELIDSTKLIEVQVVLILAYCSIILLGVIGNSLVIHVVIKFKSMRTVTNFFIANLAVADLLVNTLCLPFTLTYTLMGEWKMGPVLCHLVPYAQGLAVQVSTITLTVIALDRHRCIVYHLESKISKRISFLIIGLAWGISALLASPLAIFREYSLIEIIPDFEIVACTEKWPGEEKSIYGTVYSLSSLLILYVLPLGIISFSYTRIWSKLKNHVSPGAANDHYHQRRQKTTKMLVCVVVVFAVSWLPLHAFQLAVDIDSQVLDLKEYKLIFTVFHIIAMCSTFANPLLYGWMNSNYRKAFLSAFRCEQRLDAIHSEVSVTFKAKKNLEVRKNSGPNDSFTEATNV
# Yeast growth inh – growth inhibitors of yeast BB579 in restrictive medium, primary screen, yeast lifespan-shortening project, S. cerevisiae; inhibition, % at 10 µM; OD615, 48 h; AID 804, 2007; hit rate 0.51% among 140,000;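 active means inhibition above a set limit, 3 SD over the mean compound inhibition, cut at about 44% in these data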; further: inactives centre near -24
#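 Test system: S. cerevisiae DeaD strain BB579 yeast; Medium: restrictive CSMM-D medium; Compound: one dose, 10 µM compound with 0.25% DMSO; Incubation: 4 h cell preincubation, 48 h compound exposure, 30 °C humidified; Signal: OD at 615 nm; Benchmarks: amphotericin B at 10 µg/mL as positive control.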
# Numbers without * were called inactive; . = not tested or not shown.
SMILES,Phagocytosis inh,E-sel TNF inh,bCat KO growth,MRP-1 activ,GALR2 blocker,Measles CPE,HCT116 PTEN-null,Yeast life ext,NPY Y2 blocker,Yeast growth inh
Cc1ccc(NC(=O)c2ccccc2[N+](=O)[O-])nc1,3,-12,63,-2.1,0,19,70,-4,0,-26
CN(Cc1ccccc1)c1oc(-c2ccco2)nc1C#N,-1,.,87,0.1,2,6,79,-27,6,-37
CC1(C)N(O)CC(c2cccs2)=[N+]1[O-],-2,-4,82,-1.4,10,5,91,-7,4,-7
Cc1ccc(-c2cc(C)nc3ncnn23)cc1,0,.,89,1.1,8,47*,95,-9,2,-4
c1ccc(-n2ncc3c(NCc4ccco4)ncnc32)cc1,10,-23,55,-3.3,22,2,58,-7,1,24
COc1ccc(NC(=O)N2CCN(c3nc(-c4cccc(OC)c4)cs3)CC2)cc1,.,10,53,-2.9,-4,3,51,-9,1,-33
CC(NC(=O)Nc1ccc(Cl)cc1)C(c1cccs1)N1CCOCC1 (stereo not given),0,9,77,-1.8,6,32,71,-7,-1,49*
O=C(CNC(=O)c1ccccc1)OCc1cc(=O)n2cc(Br)ccc2n1,0,2,98,-2.1,-3,17,99,0,1,3
COc1ccc(C(=O)O)cc1NS(=O)(=O)c1cccc2nsnc12,1,-5,96,-0.4,17,6,103,1,0,-65
Cc1ccc(NC(=O)CSc2nnc(CNC(=O)C34CC5CC(CC(C5)C3)C4)n2-c2ccc(F)cc2)cc1,-8,14,90,-4.9,-7,7,94,2,1,-6
CC(=O)c1cnc2ncnn2c1C,-4,-8,91,-0.6,0,14,96,1,1,-58
COc1ccc(/C=C/C(=O)c2cc(F)ccc2OC(=O)c2ccc(OC)c(OC)c2)cc1OC,-2,24,2.9*,-4.9,19,18,3.3*,5,6,-42

# Sorted by the number under NPY Y2 blocker (smallest number first): 3 of the compounds above.
Molecule | Phagocytosis inh | E-sel TNF inh | GALR2 blocker | Measles CPE | Yeast life ext | NPY Y2 blocker
Cc1ccc(NC(=O)c2ccccc2[N+](=O)[O-])nc1 | 3 | -12 | 0 | 19 | -4 | 0
CC(=O)c1cnc2ncnn2c1C | -4 | -8 | 0 | 14 | 1 | 1
COc1ccc(/C=C/C(=O)c2cc(F)ccc2OC(=O)c2ccc(OC)c(OC)c2)cc1OC | -2 | 24 | 19 | 18 | 5 | 6

# Next records follow.
SMILES,Phagocytosis inh,E-sel TNF inh,bCat KO growth,MRP-1 activ,GALR2 blocker,Measles CPE,HCT116 PTEN-null,Yeast life ext,NPY Y2 blocker,Yeast growth inh
COc1ccccc1N1CCN(C(=O)C(C)N(c2ccc(C)cc2)S(C)(=O)=O)CC1 (stereo not given),3,7,90,-1.5,-10,27,86,-8,2,-38
c1cncc(Cc2cc3ccccc3[nH]2)c1,0,47,98,-2.8,2,2,92,-5,2,6
C/C=C/Cn1c(SCCCc2ccccc2)nc2c1c(=O)[nH]c(=O)n2C,0,.,58,-3.1,-3,6,59,-8,3,-53
O=C(CCSc1ccccc1)NCc1cccnc1,-5,.,92,-3.4,3,26,106,0,-1,-4
CCOc1c(Br)cc(/C=C2/SC(=O)N(CC(=O)N3CCCC3)C2=O)cc1OC,0,-49,98,-0.9,-11,3,97,-10,-2,0
COC(=O)c1ccccc1NC(=O)CSc1nnc(C(CO)NC(=O)c2ccccc2)n1C (stereo not given),-3,3,105,1.4,-14,14,101,0,0,-19
COc1cccc(C(=O)Nc2cc(C)ccc2NC(=O)COc2ccccc2)c1,-2,-66,92,-0.9,17,1,100,0,3,-21
CN(Cc1ccc(F)cc1)C(=O)COc1ccccc1-c1ccccc1,2,-34,80,-2.7,-21,1,71,1,8,-30
CC(=O)N1CCCc2cc(S(=O)(=O)NCc3ccc(C)cc3)ccc21,0,-55,82,-2.8,9,15,90,-17,4,6
Cc1ccc(/C=C(/C#N)c2nc(CCN3C(=O)c4ccccc4C3=O)cs2)cc1,.,9,85,-1.6,-12,16,76,-5,2,-39
COc1ccc(CNc2nc(-c3cccnc3)nn2C(=O)c2ccco2)cc1,0,-12,88,-1.7,-4,12,95,-15,1,-10
O=C(N/N=C/C1CCCCC1)c1ccccn1,.,-13,105,-0.6,5,8,99,-24,1,-28
CC(C)NC(=S)NC1(C)CCS(=O)(=O)C1 (stereo not given),-6,.,95,-1.8,-16,10,112,1,0,7
COC(=O)c1cc(-c2ccc(C)o2)nc2ccccc12,-3,15,84,-1.1,-2,7,90,-8,4,-23
COc1cc(C=O)ccc1OCCSc1ccc(Cl)cc1,.,6,107,1.1,2,18,94,-3,15,-15
O=C(Nc1ccccc1)O/N=C/c1ccccc1Cl,1,6,103,2.2,-14,8,98,-19,4,2
COC(=O)c1c(NC(NC(=O)C(C)C)C(Cl)(Cl)Cl)sc2c1CCCC2 (stereo not given),-9,.,53,2.3,-13,4,60,-2,1,-23
Cn1c(=O)c2c(nc(NCc3cccnc3)n2Cc2ccc(Cl)cc2)n(C)c1=O,-2,5,69,-1.7,-1,8,64,-11,3,5
COCCCNC(=O)CCc1nc(-c2ccccc2Cl)no1,-1,3,101,0.3,-2,20,104,-4,2,-32
CNC(=O)c1ccc(N(Cc2ccccc2)S(C)(=O)=O)cc1,0,-2,95,-1.2,3,16,96,2,0,15
CN(C(=O)c1cc2n(n1)C(C(F)(F)F)CC(c1ccco1)N2)c1ccc(OC(F)(F)F)cc1 (stereo not given),2,.,48,-2.0,5,5,41,-6,-2,-29
O=C(OC(C(=O)NCC1CCCO1)c1ccc(F)cc1)c1ccco1 (stereo not given),-2,-29,102,-2.2,5,15,106,16,4,9
COc1ccc(OC)c(N(CC(=O)NC2CC2)S(=O)(=O)c2ccc(C)cc2)c1,2,10,98,-0.5,0,10,92,16,2,-67
COC(=O)CCN(C(=O)C12CC3CC(CC(C3)C1)C2)c1ccccn1,2,4,100,1.8,-17,-1,104,-5,3,3
COc1cc([N+](=O)[O-])ccc1NC(=O)Cc1ccc(F)cc1,1,-1,94,-1.4,-6,5,94,-7,2,-39
CCOC(=O)c1c(C)nc2c(c1C)/C(=N/O)CC(C)(C)C2,0,.,93,-1.0,7,10,100,9,4,-34
O=C(NCc1ccccc1)c1ccc(F)c(S(=O)(=O)N2CCOCC2)c1,-2,.,95,-0.6,6,0,97,-5,1,-31
O=C(NCCc1ccccc1)C1CCCN1C(=O)NCc1ccccc1 (stereo not given),-1,-5,95,-2.1,3,13,99,1,5,-20
CCC(=O)N1CCN(c2ccc(Cl)cc2NC(=O)c2ccc(N3CCCC3)c([N+](=O)[O-])c2)CC1,-4,43,80,-3.6,9,1,78,-4,3,-30
COc1ccc(Nc2oc(COc3ccc(C)cc3)nc2C#N)cc1,.,-4,76,-2.4,-11,4,76,.,8,12
CCOC(=O)c1c(C)c(C(=O)NCCCOC(C)C)c(C)n1C,0,4,106,-3.6,-5,3,96,-15,3,-19
COc1ccc2c(Cl)c(C(=O)NCCCn3ccnc3)sc2c1Cl,.,9,88,-2.9,-7,3,82,-32,-1,-38
CCCC(=O)NC(=S)NNC(=O)c1ccc([N+](=O)[O-])cc1,-13,.,40,-0.7,-9,11,43,-3,2,-24
Cc1nc(SCC(=O)Nc2ccccc2)c2oc3ccccc3c2n1,1,-57,87,-0.3,2,7,94,-20,2,-9
COc1ccccc1CN(CC(=O)NCc1ccco1)C(=O)CNS(=O)(=O)c1ccccc1,-2,-8,92,-2.8,11,7,89,-5,1,-15
CC1=NN(c2ccccc2)C(=O)C1N=Nc1ccc(N)cc1 (stereo not given),0,.,82,-1.5,-7,18,84,-17,-9,-13
CC12CCC(C(=O)Nc3ncc([N+](=O)[O-])s3)(OC1=O)C2(C)C (stereo not given),.,10,76,-1.9,3,15,74,-4,0,-26
CC(CN1CCNCC1)(NS(=O)(=O)c1ccccc1)c1ccccc1 (stereo not given),-1,.,105,-0.6,-10,7,94,-5,-2,-27
Cc1ccc(/C=N/Nc2ncc(Cl)cc2Cl)s1,0,-7,36,-5.2,11,12,41,-8,2,-26
CCN(CC)CC(=O)NN=C(c1ccccc1)c1ccccc1,-4,-32,97,-4.1,-10,27,89,-8,-1,4
CCNc1nc(NCC)nc(N/N=C/c2ccc([N+](=O)[O-])o2)n1,2,11,82,-1.8,18,10,87,-6,3,-43
COc1ccc(C2=NO[C@@H]3C(=O)N(C4CCCCC4)C(=O)[C@H]23)cc1OC,1,-8,103,-0.2,3,19,96,3,0,-56
COc1cccc(-c2nc(Cc3ccc(OC)c(OC)c3)no2)c1,0,.,88,-1.0,11,2,83,-9,7,18
COc1ccc(CC2(C)OC(c3ccc(Cl)cc3)=NN2C(C)=O)cc1 (stereo not given),-8,.,73,-1.6,-5,3,72,7,14,11
CCOC(=O)c1ccc(COC(=O)c2ccc3c(c2)-c2ccccc2C3=O)cc1,-1,0,93,2.2,-2,22,88,-1,0,-4
CCC(C)NC(=O)Cc1cn(C)c2ccccc12 (stereo not given),0,11,90,-0.2,-11,2,89,-7,7,-10
COc1ccccc1N(C(=O)c1ccncc1)c1nc(-c2ccc([N+](=O)[O-])cc2)cs1,.,-4,59,-1.5,3,6,51,-4,2,-33
O=C1OC(c2ccccc2)/C(=C(/O)c2ccc(Cl)cc2)C1=O (stereo not given),-1,10,91,0.7,-14,17,89,-1,5,-20
O=C(O)c1ccc(NC(=S)NC2CCCCC2)cc1,-5,.,94,-3.0,5,38,96,1,0,-6
COc1ccc(Oc2nc(C)cc(C)c2C#N)cc1,-1,-30,77,0.2,-2,23,87,-21,2,-29
Cc1oc(-c2ccc(Cl)cc2)nc1CS(=O)CC(=O)NCCN1CCCC1 (stereo not given),0,.,89,-3.0,-1,17,89,-2,9,-28
CC(C)Sc1nc(N2CCOCC2)c2c(c1C#N)CC(C)(C)N(C)C2,-1,16,90,-1.2,4,23,92,-4,3,-32
O=C(CCc1nc(-c2ccccc2)c(-c2ccccc2)o1)OCc1ccc(Cl)cc1,.,3,71,-1.9,-1,2,74,-11,13,-35
Cc1ccc(S(=O)(=O)N(CC(=O)N=Nc2c(O)[nH]c3ccccc23)c2cccc(C)c2)cc1,-4,.,71,-1.4,-5,14,72,-4,6,-29
C=CCOC(=O)C1=C(C)OC(N)=C(C#N)C1c1ccc(F)cc1 (stereo not given),0,19,90,-3.4,18,3,87,-8,8,-47
COc1ccc(CC(=O)c2c(O)cc(O)cc2O)cc1OC,-2,5,94,0.3,-10,11,117,6,0,-66
COc1ccc(CNS(=O)(=O)c2cc(OCC(N)=O)c(C)cc2Cl)cc1,-3,-20,93,-1.8,2,24,91,-3,-1,-2
CCNC(=S)N/N=C/c1ccc(OCC(=O)Nc2ccc(C)cc2)cc1,-1,-20,73,-2.0,1,4,72,-9,4,-27

# Compounds as they come; about 6.1% have a hit in one of these screens.
